SENP8 block-1 – blocks human SENP8 cleavage of Nedd8 substrate. Q96LD8. recombinant SENP8, Nedd8 substrate fluorescence. inhibition, % at 20 µM. 0.64% of 360,000 active. AID 602440; in the data active = inhibition mostly above about 40%, no sharp cut-off; inactive = mostly below about 27%
Target sequence (Q96LD8 whole entry, looked up): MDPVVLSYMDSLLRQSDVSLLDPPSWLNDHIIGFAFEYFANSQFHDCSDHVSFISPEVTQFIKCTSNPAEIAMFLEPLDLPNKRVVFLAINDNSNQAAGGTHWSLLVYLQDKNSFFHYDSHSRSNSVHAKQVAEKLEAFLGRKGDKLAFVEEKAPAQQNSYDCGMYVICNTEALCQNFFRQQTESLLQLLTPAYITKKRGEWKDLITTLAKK
Apaf-1 inh – inhibitors of human Apaf-1 apoptosome; O14727; reconstituted apoptosome caspase-3 activity, DEVD-Rh110 fluorescence; inhibition, % at 20 µM; 0.71% of 330,000 active; active = inhibition of at least 40% at 20 µM;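 also: plate controls were DMSO wells for no effect and DEVD-CHO caspase inhibitor wells for full effect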
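Assay system: Apoptosome proteins | Medium: pH 7.5 Hepes buffer with CHAPS, BSA, DTT | Also added: Cytochrome c and DEVD-Rh110 substrate | Times: 30 min plus 50 min, RT | Detection: Rhodamine 110 fluorescence at Ex 480/Em 540 nm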
SENP7 block – inhibitors of human SENP7 protease; Q9BQF6; inhibition, % at 5 µM; 1.5% of 330,000 active; AID 434973; recombinant SENP7, Z-RLRGG-aminoluciferin luminescence, 40 min;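 active = inhibition above about 50% at the single test dose, limit read from the data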;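 also: plate controls were DMSO with enzyme for no effect and no enzyme buffer wells for full effect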
Target sequence (Q9BQF6 706-1050 limits assumed): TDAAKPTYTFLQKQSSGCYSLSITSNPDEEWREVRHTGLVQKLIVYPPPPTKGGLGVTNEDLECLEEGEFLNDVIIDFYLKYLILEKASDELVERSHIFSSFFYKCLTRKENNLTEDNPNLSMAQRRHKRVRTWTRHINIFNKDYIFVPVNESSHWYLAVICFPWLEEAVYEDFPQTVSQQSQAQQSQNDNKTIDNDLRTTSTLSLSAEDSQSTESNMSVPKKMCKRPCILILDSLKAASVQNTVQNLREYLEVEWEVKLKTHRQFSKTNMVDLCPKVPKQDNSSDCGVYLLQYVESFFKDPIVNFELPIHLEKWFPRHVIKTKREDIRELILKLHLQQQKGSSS
PfGluPho inh – PfG6PD (Plasmodium falciparum) enzyme inhibition. AID 504690. PfGluPho enzyme, NADPH resazurin-diaphorase fluorescence. 0.78% of 350,000 active. inhibition, % at 20 µM;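 active = inhibition reaching at least a set limit at 20 µM in the primary screen, cut at about 59% in these data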;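 also: 0% = DMSO wells with substrate and 100% = DMSO wells lacking glucose-6-phosphate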
HKDC1 inhibitor – inhibitors of human hexokinase HKDC1; Q2TB90; recombinant HKDC1, G6PDH/diaphorase resazurin coupled fluorescence; inhibition, % at 20 µM; 0.16% of 340,000 active;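 active = inhibition above about 35% when tested at 20 µM, limit read from the data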;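 also: plate controls were DMSO wells with enzyme for no effect and DMSO wells lacking enzyme for full effect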
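test system = in-house recombinant HK5 (HKDC1) enzyme | amount = HKDC1 at 5 µg/mL | control set = DMSO-enzyme wells negative, buffer-substituted wells positive | compound = one dose of 20 µM, 1% DMSO | schedule = reaction time 90 min, room temperature, protected from light | technique = resorufin fluorescence at 613 nm | reagent = glucose with 1 mM ATP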
SENP1 inh – SENP1 (human) catalytic domain inhibition; inhibition, % at 10 µM; recombinant SENP1 catalytic domain, CyPet-SUMO1-YPet FRET cleavage; AID 624204; 0.21% of 360,000 active;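 active = inhibition at least 30% at 10 µM, raw YFP signal under a set limit, fluorescence ratio 0.5 to 1.5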;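 also: 0% = enzyme with DMSO and 100% = no enzyme wells; some results filed as inactive read as strong as hits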
Target sequence (Q9P0U3 419-644 limits assumed): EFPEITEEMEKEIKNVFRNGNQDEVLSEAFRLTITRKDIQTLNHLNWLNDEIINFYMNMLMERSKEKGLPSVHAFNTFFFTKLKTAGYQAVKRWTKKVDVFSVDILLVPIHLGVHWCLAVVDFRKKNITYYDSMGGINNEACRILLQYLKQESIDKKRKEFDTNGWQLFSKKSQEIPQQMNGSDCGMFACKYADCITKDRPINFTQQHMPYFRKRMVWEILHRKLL
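Controls: no-enzyme wells low, DMSO-plus-enzyme wells high control. Test system: human recombinant His6-tagged SENP1 catalytic domain enzyme. Reagent: SFCypet-SUMO1-SFYpet FRET protein substrate, 25 nM final. Doses: one dose per compound, 10 µM, 0.5% DMSO. Detection: FRET, CFP and YFP emission. Timing: 50 min reaction at room temperature.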
SENP6 block – inhibitors of human SENP6 protease; Q9GZR1; Recombinant SENP6 catalytic domain, aminoluciferin luminescence; inhibition, % at 10 µM; 1.8% of 330,000 active; AID 2599;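 active = inhibition above about 50% at the single tested dose, limit read from the data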;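 also: plate controls were DMSO wells with enzyme for no effect and DMSO wells lacking enzyme for full effect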
SENP8 block-2 – blocks the human protease SENP8; Q96LD8; purified SENP8, Z-RLRGG-aminoluciferin cleavage, luminescence; inhibition, % at 10 µM; 1.2% of 330,000 active; AID 2540; in the data active = inhibition above about 50%
Numbers without * were called inactive; / = no result given; & = joins results of further samples.

SMILES	SENP8 block-1	Apaf-1 inh	SENP7 block	PfGluPho inh	HKDC1 inhibitor	SENP1 inh	SENP6 block	SENP8 block-2
COc1cccc(OC)c1C(=O)OCC(=O)NC1CCCCCC1	8	19	-5	-14	-1	1	-4	-5
COC(=O)c1sccc1NC(=O)Cn1nnc(-c2ccc(C)cc2)n1	4	9	-10	0	2	3	-4	-13
Cc1cc(CNC(=O)COC(=O)C2CC3CCCC(C2)C3=O)cc(C)c1O (configuration not stated)	12	-3	-2	-2	-1	3	7	-2
COC/C=C/C1=CC2=CC(=O)C(C)(OC(=O)c3cccs3)C(=O)C2=CO1 (configuration not stated)	/	-2	-4	/	/	/	-2	-1
CCC(NC(=O)Cc1c(C)c2cc3c(cc2oc1=O)OC(C)(C)CC3)C(=O)O (configuration not stated)	-262	-4	-4	3	5	-3	-6	-4
CN(C)c1ccc(/C=N/NC(=O)CNC(=O)c2ccco2)cc1	-448	8	-3	2	4	-4	-17	-11
CC1=NNC(=O)C(CC(=O)Nc2ccc(Cl)c(Cl)c2)C1 (configuration not stated)	18	-13	3	-4	5	-1	0	-3
CC(C)N1CC(C(=O)Nc2ccc(Br)c(Cl)c2)CC1=O (configuration not stated)	10	8	-6	-2	-6	-2	-19	-10
Cc1cc(C)n(Cc2cnc(N3CCOCC3)s2)n1	3	-28	3	2	6	-2	11	0
O=S1(=O)N=C(Nc2ccc(N3CCOCC3)cc2)c2ccccc21	26	-20	-4	-2	-6	2	-5	2
COc1cccc(-n2c(SCC(N)=O)nnc2-c2ccco2)c1	30	-19	2	-7	-7	0	-10	-5
CCN(CC)C(=S)SC1=CCS(=O)(=O)C1	11	0	3	8	-3	1	1	1
COc1cccc2[nH]c3c(N4CCC(C)CC4)ncnc3c12	-369	-6	-8	24	-4	-15	-19	-6
Cc1ccccc1S(=O)(=O)N1C[C@H]2CON(C)[C@H]2C[C@H]1c1cccc(-c2ccccc2)c1	5	/	/	29	1	-6	/	/
CCn1nnnc1SCC(=O)Nc1nnc(C(C)C)s1	22	-11	-10	19	8	1	-10	-10
CN(/N=C/c1ccc(O)cc1O)c1nc(-c2ccccc2)cc(-c2ccccc2)n1	0	-7	-2	-1	3	1	16	-2
CCOc1cc2c(cc1OCC)C(C(=O)O)C(c1cc(Br)c(O)c(OC)c1)N(C)C2=O (configuration not stated)	4	0	9	-13	2	1	-3	2
CCOc1ccc2cc(C3CC(c4ccco4)=NN3S(=O)(=O)c3ccccc3)c(Cl)nc2c1 (configuration not stated)	-13	6	9	15	-4	-4	19	8
CC(c1ccncn1)N(C)Cc1nc(Cc2ccccc2F)no1 (configuration not stated)	-22	7	-1	-14	-6	1	3	-7
COC1CCCCC1Nc1cc(C)ccc1C (configuration not stated)	2	-14	-3	-3	1	2	-11	-3
Clc1ccc(Cl)c(OCCN2CCOCC2)c1	8	3	2	-3	-4	2	-1	4
C[C@H]1[C@H](C)CC[C@]2(C)CC[C@]3(C)C(=CC(=O)C4[C@@]5(C)CC[C@H](O)C(C)(C)C5CC[C@]43C)[C@H]12 (some centres not stated)	9	6	-6	9	3	3	-5	3
O=C(NCCCN1CCOCC1)c1ccc(CS(=O)(=O)c2cccc(C(F)(F)F)c2)o1	7	-4	1	-7	-4	-5	9	-8
O=C(NCCc1c[nH]c2ccc(Cl)cc12)c1cccnc1	27	-7	3	1	1	1	14	12
CSc1ccc(CNc2ccccc2)cc1	/	-4	3	/	/	/	4	-9
O=C(CSc1nnc(COc2ccccc2)n1Cc1ccco1)Nc1ccc2c(c1)OCCO2	15	9	-4	-7	-6	0	-9	-5
CC(C)CCNC(=O)Cn1cc2c(n1)CCCCC2	13	-8	0	6	-7	1	-5	6
CC(O)c1c(-c2ccccc2)nn(C)c1Cl (configuration not stated)	-4	0	-7	0	-11	0	-12	-2
CC(=O)c1ccc(N2CCC(c3cc(-c4ccc(Cl)cc4Cl)n[nH]3)CC2)c([N+](=O)[O-])c1	23	19	-8	13	1	2	-20	-17
O=[N+]([O-])c1cccc(S(=O)(=O)NCC2CCCO2)c1 (configuration not stated)	20	2	-3	-5	7	2	-14	-3
Cc1ccccc1NC(=O)c1ccc(F)c(S(=O)(=O)N2CCN(c3ccccn3)CC2)c1	11	-1	6	0	-6	-1	2	9
O=C(O)COc1ccc(/C=N/NC(=O)C2CCCN2S(=O)(=O)c2ccc(Cl)cc2)cc1 (configuration not stated)	4	-10	-10	12	-9	2	-15	-4
O=C(Nc1nnc(CCN2CCOCC2)s1)C1CCCCC1	7	-6	3	-8	0	3	-3	10
CCCC(CCC)c1nc2ccncc2[nH]1	12	-4	-7	-4	0	2	8	3
COc1ccc(N2C(=O)C3CCCCC3C2=O)cc1NC(=O)c1ccccc1 (configuration not stated)	17	7	2	-2	-5	1	-2	-6
Cc1cc(C)nc(N2CCC(C(=O)NC3CC3)CC2)n1	-63	3	0	-13	0	0	-16	-1
Cc1cc(C)n2nc(C(=O)NCc3ccccc3)nc2n1	12	-2	-5	-5	-6	-2	-28	3
Cc1nnc(NC(=O)CSc2ncnc3scc(-c4ccccc4)c23)s1	-12	-2	-9	-33	8	-3	-8	-3
COc1ccc(C(=O)NC(C)c2nnc(SCC(=O)NC3CCCCC3)n2C)cc1 (configuration not stated)	2	4	-1	4	-7	2	-6	-3
N#Cc1ccc(NC(=O)Cn2cnc(S(=O)(=O)N3CCOCC3)c2)cc1	13	4	-3	-7	-1	0	-9	3
CCN(C(=O)COC(=O)c1ccccc1Nc1ccccc1)c1c(N)n(Cc2ccccc2)c(=O)[nH]c1=O	-316	/	/	8	2	-6	/	/
COc1ccc(COC(=O)N/C=C/c2ccco2)cc1	-10	1	-1	22	-4	-7	11	4
S=C(NCc1cccnc1)Nc1ccc(Cl)cc1Cl	11	-1	6	-7	3	1	6	6
CN(Cc1c(F)cccc1Cl)C(=O)c1ccc(COc2ccccc2)cc1	12	53*	7	7	-2	4	-13	0
Cc1ccc(-c2csc(NCCn3c(-c4ccncc4)nc4ccccc43)n2)cc1	9	23	4	17	-2	0	-4	10
Cc1ccccc1NS(=O)(=O)c1ccc2[nH]cc(C(=O)NCCCN3CCOCC3)c(=O)c2c1	-83	2	-5	-26	3	1	-24	-3
Cc1cc(Cl)c2oc(C(=O)N3CCCCC3CCN3CCCC3=O)c(C)c2c1 (configuration not stated)	7	-4	2	9	-5	1	-24	-5
CN(C1CCCCC1)S(=O)(=O)c1ccc(NC(=O)c2ccc(Br)o2)cc1	26	22	0	23	3	1	-4	-7
CC1Sc2ccc(S(=O)(=O)CCC(=O)NC3CCCCC3C)cc2NC1=O (configuration not stated)	11	5	10	0	3	0	-7	-11
Cc1nnc(SCC(=O)NC(=O)Nc2ccc3c(c2)OCCO3)s1	11	8	-14	-6	-7	1	-21	-15

Of the compounds above, 4 contain fluorine:
SMILES	SENP8 block-1	Apaf-1 inh	SENP7 block	PfGluPho inh	HKDC1 inhibitor	SENP1 inh	SENP6 block	SENP8 block-2
CC(c1ccncn1)N(C)Cc1nc(Cc2ccccc2F)no1 (configuration not stated)	-22	7	-1	-14	-6	1	3	-7
O=C(NCCCN1CCOCC1)c1ccc(CS(=O)(=O)c2cccc(C(F)(F)F)c2)o1	7	-4	1	-7	-4	-5	9	-8
Cc1ccccc1NC(=O)c1ccc(F)c(S(=O)(=O)N2CCN(c3ccccn3)CC2)c1	11	-1	6	0	-6	-1	2	9
CN(Cc1c(F)cccc1Cl)C(=O)c1ccc(COc2ccccc2)cc1	12	53*	7	7	-2	4	-13	0

(more compounds)
SMILES	SENP8 block-1	Apaf-1 inh	SENP7 block	PfGluPho inh	HKDC1 inhibitor	SENP1 inh	SENP6 block	SENP8 block-2
CCN(CC)S(=O)(=O)c1cc(C(=O)Oc2ccccc2OC)ccc1OC	22	12	1	27	3	0	-15	-6
Cc1ccc(S(=O)(=O)N2CCCC2CNC(=O)C(=O)Nc2ccc(F)cc2)cc1 (configuration not stated)	-6	19	3	2	1	-3	-4	-6
O=C(Cc1ccccc1)Nc1cc2c(cc1Cl)OCCCO2	20	-10	3	-10	-5	1	-11	-7
CCn1c(SCC(=O)Nc2oc(-c3ccccc3)c(-c3ccccc3)c2C#N)nnc1-c1cc(OC)cc(OC)c1	-27	8	6	-19	4	0	-4	5
CCN(CCC(=O)O)c1ccccc1	32	-2	4	-12	-3	1	0	0
c1csc(-c2nnc(N3CCCCCC3)c3ccccc23)c1	-22	3	-4	-10	4	-2	-6	-9
O=C(NC(=S)NNC(=O)c1cccs1)c1ccco1	10	-1	0	-6	7	3	1	4
O=S(=O)(c1ccc(F)cc1)n1ccc(-c2cccc(OCc3c(F)cccc3Cl)c2)n1	2	/	/	12	1	1	/	/
CCN1C(=O)[C@H]2[C@@H](c3ccc(-c4ccccc4)cc3)N[C@@](C)(C(=O)OC)[C@H]2C1=O	9	6	-1	5	0	2	-1	-6
Cc1csc(=Nc2ccc(S(=O)(=O)N3CCOCC3)cc2)n1Cc1ccco1	-38&-15	9	4	7&-4	3&-1	-1&-2	1	-2
CC1(C)C(=O)OC(/C=C/c2cccc([N+](=O)[O-])c2)C(C)(C)C1=O (configuration not stated)	20	1	-4	-6	-4	0	-8	-2
CCCn1c(=O)c(C(=O)OCC)c(O)c2cc(Br)ccc21	6	-17	2	-4	-3	3	5	3
O=c1c2ccccc2oc2c1ccc1ccccc12	-330	16	11	-7	6	1	/	/
COC(=O)c1ccc(CON2C(=O)c3ccccc3C2=O)cc1	7	3	30	-10	-7	4	-1	-3
Cc1ccc(SCC(=O)OCn2nnc3ccccc3c2=O)cc1C	22	-9	-1	-7	9	5	-5	-5
COc1ccc(S(=O)(=O)Nc2ccc(Cc3ccncc3)cc2)cc1OC	11	6	1	-10	5	4	-14	0
COc1ccccc1NC(=O)COC(=O)c1cc2c(s1)CCC2	-112	23	-23	12	2	-27	-11	-30
Cc1ccc(NC(=O)N(C)c2ccccc2)cc1	9	/	/	4	-2	4	/	/
O=C(NCc1ccco1)c1ccc(Br)s1	12	2	-4	3	-6	1	-7	-8
COC(=O)C1=CN(Cc2ccc(OC)c(OC)c2)C=C(C(=O)OC)C1c1ccc(O)cc1	-300	-5	-3	1	-3	-162	8	1
COCCCn1c(SCC(=O)O)nc2cc(OC)c(OC)cc2c1=N	-139	-1	1	22	4	1	0	-4
CN1C2CCC1CC(NC(=O)c1cc(S(=O)(=O)N(C)C)c(Cl)cc1Cl)C2 (configuration not stated)	1	-3	-5	-5	-4	-4	7	1
COc1cccc(CN(C)C(=O)c2ccc(OCC(=O)N3CCOCC3)c(OC)c2)c1	0	-4	1	4	-4	1	-11	-3
CCN(CC)C(=O)C(C)N(C#N)c1nc(NC(C)C)nc(NC(C)C)n1 (configuration not stated)	38	-3	-5	5	-10	0	10	4
COCCCNC(=O)CCn1c(=O)c2ccccc2n(CC(=O)Nc2c(C)cccc2C)c1=O	11	7	5	7	-6	2	-2	-9

One compound at a time (already shown). Order of values: SENP8 block-1	Apaf-1 inh	SENP7 block	PfGluPho inh	HKDC1 inhibitor	SENP1 inh	SENP6 block	SENP8 block-2
Entry for COCCCNC(=O)CCn1c(=O)c2ccccc2n(CC(=O)Nc2c(C)cccc2C)c1=O : 11	7	5	7	-6	2	-2	-9
Entry for COc1cccc(CN(C)C(=O)c2ccc(OCC(=O)N3CCOCC3)c(OC)c2)c1 : 0	-4	1	4	-4	1	-11	-3
Entry for CN1C2CCC1CC(NC(=O)c1cc(S(=O)(=O)N(C)C)c(Cl)cc1Cl)C2 (configuration not stated) : 1	-3	-5	-5	-4	-4	7	1

High-throughput results from PubChem.
